# PMI act hi M6P: increases human PMI activity with near-saturating mannose 6-phosphate. coupled PMI enzyme assay, resazurin fluorescence, 20 min; stronger effect = higher value; 1 = untreated enzyme, 0 = substrate-free blank. AID 1216. actives 0.34% (n = 190,000). activation factor at 20 µM;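 active = activation factor of 2 or more at 20 µM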
# Target sequence (P34949 whole entry, looked up): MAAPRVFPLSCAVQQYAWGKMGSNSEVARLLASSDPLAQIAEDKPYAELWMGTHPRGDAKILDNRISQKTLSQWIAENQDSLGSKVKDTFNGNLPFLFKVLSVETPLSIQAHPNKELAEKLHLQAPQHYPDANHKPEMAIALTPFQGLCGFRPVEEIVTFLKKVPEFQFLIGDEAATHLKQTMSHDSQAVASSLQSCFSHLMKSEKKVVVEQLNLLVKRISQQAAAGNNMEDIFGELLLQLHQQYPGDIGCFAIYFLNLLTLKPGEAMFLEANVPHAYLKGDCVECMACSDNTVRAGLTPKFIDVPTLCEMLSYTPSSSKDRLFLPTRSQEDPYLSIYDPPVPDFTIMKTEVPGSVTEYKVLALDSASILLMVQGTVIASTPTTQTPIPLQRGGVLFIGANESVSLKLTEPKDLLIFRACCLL
#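 Test system: human phosphomannose isomerase with PGI, G6PDH, diaphorase coupling enzymes; Amount: PMI at 15 ng/mL final; Reagent: Mannose-6-phosphate 1.0 mM (near-saturating) plus 0.22 mM NADP+; Timing: 20 min, room temperature; Technique: resorufin fluorescence at Ex 544/Em 590 nm; Dosing: 20 µM single dose.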
# PMI activator: activators of human phosphomannose isomerase; P34949; purified human PMI, coupled resazurin fluorescence, 20 min; stronger effect = higher value; 1 = vehicle control, 0 substrate-free wells; activation factor at 20 µM; actives 0.005% (n = 190,000);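 active = activation factor of 2 or more at 20 µM, relative to plate controls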
# TNAP inh noacc: blocks human TNAP activity with no phosphate acceptor present; purified TNAP, CDP-star luminescence, 30 min; inhibition, % at 20 µM; actives 0.26% (n = 200,000); AID 1012;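 active = tissue-nonspecific alkaline phosphatase inhibition above about 50% at 20 µM in the single-dose screen, limit read from the data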;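 note: 0% = DMSO negative control and 100% = EDTA positive control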
# RAM inhibit: blocks the yeast RAM network. S. cerevisiae dse1pr::URA3 reporter, 5-FOA growth OD615, 2 d; analog-sensitive cbk1-as2 kinase mutant strain. actives 1.8% (n = 190,000). inhibition, % at 50 µM;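 active = inhibition above a set limit, 3 SD over mean compound inhibition, cut at about 8.4% in these data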;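 note: 0% = DMSO-only wells with no growth and 100% = 10 µM 1-NA-PP1 full growth; inhibition rescues growth on 5-FOA so higher OD means more RAM inhibition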
# TNAP inh hi DEA: inhibitors of human TNAP at high phosphate acceptor concentration; P05186; purified TNAP, CDP-star luminescence, 1 M DEA; inhibition, % at 20 µM; actives 0.03% (n = 200,000); AID 1135;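 active = over 50% inhibition of tissue-nonspecific alkaline phosphatase at 20 µM in the single-dose screen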;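 note: plate controls were DMSO wells for no effect and EDTA-quenched wells as full inhibition for full effect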
# Efa HMGR inh: inhibitors of class II HMG-CoA reductase from Enterococcus faecalis; purified E. faecalis HMGR, NADPH absorbance 340 nm kinetic; actives 0.41% (n = 190,000); AID 1066; inhibition, % at 10 µM;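 active = inhibition above a set limit, the median over all tested compounds plus 3 SD, cut at about 9.5% in these data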;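 note: enzyme runs in reverse so mevalonate oxidation gives rising NADPH absorbance; 0% = complete reaction with DMSO and 100% = background rate lacking mevalonate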
# S1P3 antagonist: blocks the human S1P3 receptor. Q99500. CHO S1P3 NFAT-BLA reporter, FRET fluorescence, antagonist mode. inhibition, % at 4.98 µM. actives 0.27% (n = 170,000);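 active = inhibition above the plate cutoff, the mean inhibition of test wells on that plate plus 3 SD, cut at about 28% in these data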;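 note: cells challenged with S1P at its EC80 of 0.8 µM; blue over green emission ratio from cleaved BLA substrate after 4 h stimulation; 0% = S1P-stimulated wells and 100% = unstimulated DMSO-only wells; some compounds past the cut are filed as inactive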
# Target sequence (Q99500 whole entry, looked up): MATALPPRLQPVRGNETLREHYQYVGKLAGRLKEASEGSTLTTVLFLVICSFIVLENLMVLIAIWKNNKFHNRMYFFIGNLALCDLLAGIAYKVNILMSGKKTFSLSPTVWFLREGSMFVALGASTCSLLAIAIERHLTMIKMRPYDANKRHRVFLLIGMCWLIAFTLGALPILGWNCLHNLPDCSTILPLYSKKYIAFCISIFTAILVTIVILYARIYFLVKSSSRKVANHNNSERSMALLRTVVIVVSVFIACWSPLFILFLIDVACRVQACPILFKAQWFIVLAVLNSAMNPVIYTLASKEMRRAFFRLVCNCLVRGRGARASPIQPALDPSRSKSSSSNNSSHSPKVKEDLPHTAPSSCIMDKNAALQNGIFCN
# L major viab: Leishmania major promastigote growth inhibition; actives 9% (n = 200,000); Leishmania major promastigotes, resazurin fluorescence viability; inhibition, % at 10 µM; in the data active = inhibition above about 50%;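 note: promastigotes grown with compound for 44 hours at 28 °C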
# Redox H2O2 prof: compounds producing H2O2 with reducing agent – biochemical, NIH compound library profiling, artefact control for MLSCN library redox annotation, primary screen | DTT-dependent redox cycling H2O2, phenol red/HRP absorbance; 100% = 100 µM peroxide control, 0% = buffer | activation, % at 10 µM | actives 0.03% (n = 200,000) | AID 878;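 active = activation of at least 50% relative to the plate's high and low controls in the primary single-dose screen; inactive = activation below 50%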;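 note: compound incubated with DTT at 0.8 mM final as the reducing agent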
# Hsp70 activator: transcriptional activators of Hsp70; actives 0.04% (n = 200,000); AID 1203; activation, % at 10 µM; HeLa Hsp70 promoter luciferase reporter, luminescence; scaled: vehicle 0, proteasome-inhibitor control 100%;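 active = activation above the mean across all tested compounds plus 3 SD, cutoff set per campaign, cut at about 5.5% in these data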;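 note: 100% = MG132 at 30 µM as the positive control and 0% = DMSO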
# An asterisk follows results filed as active; nt = no result given; & = joins results of further samples; ! = not confirmed by another sample.
SMILES,PMI act hi M6P,PMI activator,TNAP inh noacc,RAM inhibit,TNAP inh hi DEA,Efa HMGR inh,S1P3 antagonist,L major viab,Redox H2O2 prof,Hsp70 activator
Cc1ccc(CSc2nnc(-c3ccco3)n2N)cc1,1,1,1.2,0.3,-4.2,-5.4,1.4,0.4,-5.4,-0.2
CCn1c2ccccc2c2cc(NC(=O)COC(=O)c3cccc(S(=O)(=O)NC)c3)ccc21,0.9,0.8,-9.0,5.9,1.4,-2.0,-3.6,65.6*,1.6,-0.3
CCOC(=O)N1CCN(C(=O)c2c(O)c3cccc4c3n(c2=O)CC4)CC1,1,0.9,-5.3,1.0,1.9,2.6,-8.3,-8.0,1.9,-0.1
CNC(=O)c1ccc(Nc2nnc(C)c3ccccc23)cc1,0.9,1,-9.2,0.5,1.5,0.2,nt,38.0,0.3,-0.1
O=S(CCc1ccncc1)Cc1ccccc1 (stereo unspecified),1,1,-11.4,3.4,-7.5,1.1,nt,17.6,-2.1,-0.2
CC(=O)C1=NN(c2ccccc2)C2(S1)S/C(=C\c1ccccc1)C(=O)N2c1ccccc1 (stereo unspecified),0.9,0.8,1.0,3.4,-2.9,3.1,nt,45.5,-0.8,-0.4
CC(C)CC(=O)N[C@H](C(=O)N[C@H](C(=O)N[C@@H](CC(C)C)[C@@H](O)CC(=O)N[C@@H](C)C(=O)N[C@@H](CC(C)C)[C@@H](O)CC(=O)O)C(C)C)C(C)C,1.1,1.1,-11.4,-0.8,-1.8,-6.5,-0.1,-5.8,-0.1,-0.3
COc1cccc(-c2nc(CS(=O)CC(=O)NCc3ccc4c(c3)OCO4)c(C)o2)c1 (stereo unspecified),1,1,0.6,3.1,-2.4,1.0,-3.7,-3.4,-0.8,0.0
COCC1CCN(Cc2cn(C)nc2-c2cccc(Cl)c2)C1 (stereo unspecified),1,0.9,-9.4,-0.2,-7.7,-4.9,-8.8,1.5,-0.6,-0.4
Cc1ccc(Nc2c3c(nc4ncnn24)CCC3)cc1,0.9,0.9,-19.6,4.4,-2.6,0.3,nt,15.2,0.4,-0.2
O=C(CSC1=NCCS1)NC1CCCC1,1.1,1,-10.0,2.3,0.3,-1.9,nt,2.5,4.0,0.0
CN(C)CC(O)COC(c1ccccc1)c1ccccc1 (stereo unspecified),1.1,1,-11.0,-1.1,-3.7,1.7,-4.8,22.2,0.0,-0.6
Cc1ccc(C(C(=O)NC(C)(C)C)N(Cc2cccnc2)C(=O)C(=O)NC2CCCCC2)o1 (stereo unspecified),1,1,-9.9,1.9,-3.3,5.0,-13.3,-2.0,0.3,-0.1
Cc1nnc(SCc2nc3ccccc3s2)n1-c1ccccc1,1.4,1.3,-12.2,2.8,-1.3,1.7,17.7,-4.7,-0.3,-0.1
O=C(NC1CCCC1)C(c1ccccc1)N(C(=O)c1ccno1)c1cccnc1 (stereo unspecified),0.9,1,-6.2,3.5,-7.4,-3.3,4.1,-1.4,1.8,-0.2
O=C(N/N=C/c1ccc([N+](=O)[O-])s1)c1ccncc1,0.8,0.9,23.2,-0.8,26.5,-3.0,-4.5,100.4*,0.6,-0.2
O=C(Nc1ccc(O)cc1)c1c(O)c2c([nH]c1=O)CCCC2,1,1,-27.2,3.5,-0.2,0.8,12.3,4.5,0.0,0.5
O=C(COC(=O)CCc1nc2ccccc2s1)NC(=O)NCc1ccco1,1.1,1.2,-8.6,1.7,-4.5,-2.9,-4.4,3.9,0.2,0.1
Cc1ccc(NS(=O)(=O)c2ccc(CCC(=O)NCc3ccccn3)cc2)cc1,1,1.1,-9.1,1.9,-5.4,-3.4,-11.1,-0.9,-0.2,-0.2
COc1ccccc1CCc1nnc(CCC(=O)NCC(C)Oc2cccnc2)o1 (stereo unspecified),1.1,1,-7.7,0.8,-1.5,-5.0,6.7,-0.3,-0.9,-0.2
COCCSc1nnc(-c2cnccn2)o1,1,1,-12.1,0.0,-7.6,0.3,0.6,-3.1,-1.4,-0.3
C=CCOC(=O)C(C#N)c1nc2ccccc2nc1N1CCC(C(=O)OCC)CC1 (stereo unspecified),1,1,-2.0,1.5,4.5,-2.1,nt,8.9,-3.0,-0.1
COc1ccc(-c2cn(-c3ccccc3)c3[n+]2CCS3)cc1,1&1,1&1.1,-6.9&-10.4,-0.2&0.5,-2.1&-0.2,-2.7&-2.5,-7.9&-8.1,85.2*!,-0.3&-0.2,-0.6&-0.3
CC(=O)Nc1ncc(Cc2cccc(Cl)c2)s1,1,0.9,-5.9,1.9,0.9,-2.1,28.5*,0.9,-0.8,-0.2
COC(=O)c1nnn(-c2nonc2N)c1CSc1nc2ccccc2s1,0.9,0.8,-3.4,3.0,1.1,-1.1,18.1,6.5,3.3,0.1
N#CC1=C(S)N(c2ccccc2)C(c2ccc(-c3cccc(Cl)c3)o2)NC1=O (stereo unspecified),1.1,1.2,-7.2,0.9,-1.8,-4.7,10.4,-0.9,-0.2,-0.1
Cc1cc(C)cc(OCC(=O)Nc2ccc(N3CCN(C(=O)c4ccco4)CC3)cc2)c1,0.8,0.8,-3.5,2.6,-1.5,-3.2,nt,-1.4,-2.9,-0.2
CCc1cccc(CC)c1NC(=O)Cn1c(-c2ccc(F)cc2)noc1=O,1,1,-8.0,5.7,-1.2,0.5,-13.1,2.7,-0.1,-0.2
Cc1ccc(S(=O)(=O)Nc2nonc2C)cc1,1.1,1.2,2.6,0.1,-5.6,-1.8,-36.6,-2.5,0.1,0.3
CC(C)(C)C(=O)c1cn(CC(=O)O)c2ccccc12,nt,nt,-10.7,0.6,-4.9,2.0,-43.5,-7.2,-0.2,-0.2
COc1cccc2c(=O)c3ccoc3n(C)c12,0.9,0.9,-3.6,0.8,-3.7,-3.4,-15.3,-3.6,-0.4,0.1
CCC(C)(C)NC(=O)C(C)OC(=O)c1nsc(Cl)c1Cl (stereo unspecified),0.9,1,-10.1,0.6,-2.7,-4.1,nt,-6.5,0.7,-0.5
CCOC(=O)N1CCC(NC(=O)CCC(=O)N2CCOc3ccccc32)CC1,1,1,-5.8,0.9,0.9,4.9,8.6,-5.9,1.9,0.3
COCCn1c(SCC(=O)Nc2ccc3c(c2)OCCO3)nnc1-c1c[nH]c2ccccc12,1,1,-8.7,0.2,-5.1,-3.1,-0.2,-2.0,0.6,-0.3
Cc1ccc(C(=O)NNC(=O)C2CCCN(c3ncccn3)C2)cc1 (stereo unspecified),0.9,1,-4.4,-0.1,0.1,-1.9,nt,-5.1,0.1,-0.1
CCCN(c1ccc(C(C)C)cc1)S(=O)(=O)c1c(C)noc1C,1.1,1.1,0.1,2.0,-3.3,-2.5,nt,8.6,0.2,-0.3
COc1ccc(NC(=O)C(CCSC)NC(N)=O)cc1NS(=O)(=O)c1ccc(F)cc1 (stereo unspecified),0.9,0.9,-12.2,0.7,-4.1,-3.2,-0.6,-3.1,-0.5,-0.3
CCn1ncc(Cl)c1C(=O)NC(C)c1ccccc1 (stereo unspecified),0.8,0.9,-10.4,-0.1,1.7,-1.1,24.5,-5.8,-0.2,-0.2
COCCn1c(=O)[nH]c(=O)c2cc(C(=O)c3cc(Cl)ccc3O)cnc21,1,1.1,-8.5,2.6,2.1,-2.8,-2.0,-1.3,-0.3,-0.1
COc1cccc(/C=N/NC(=O)c2cc(C34CC5CC(CC(C5)C3)C4)[nH]n2)c1,0.9,0.9,85.5*,-0.1,5.9,0.1,nt,88.9*,2.0,-0.2
CCCC1C(c2ccc(OC)cc2)C(C#N)(C#N)C2(C#N)CC1(N)NC2=O (stereo unspecified),1,1.1,23.4,2.5,-1.7,-1.2,nt,-4.2,-0.4,0.2
Cn1c(SCC(=O)N2CCCc3ccccc32)nnc1-c1ccccc1,0.9,0.9,-3.6,3.5,-3.1,-1.2,23.5,-6.1,0.1,-0.3
CN(C)c1ncc(/C=C2/C(=O)NC(=S)N(C3CCCCC3)C2=O)cn1,2*,1.7,38.7,-1.7,-6.6,-3.6,-25.3,1.9,0.6,0.2
C=CC#CC1(O)CC(C)[N+](C)(C)CC1C (stereo unspecified),0.9,0.7,-5.3,2.1,5.1,1.3,4.7,-3.3,0.3,-0.2
O=C1NC(CCc2ccccc2)C(=O)N1CCOc1cccc(Br)c1 (stereo unspecified),1.1,1,5.5,6.7,7.8,-1.5,-19.9,15.6,-0.4,-0.2
CC1=CC(C)(C)[N+](C)(C)c2ccccc21,1,1,-10.3,0.8,-4.0,0.8,-6.9,-5.5,-0.2,-0.2
CC(C#N)Sc1nc2ccccc2c(=O)n1-c1ccccc1 (stereo unspecified),1.1,1.1,-10.6,0.0,-6.9,-5.0,12.6,-3.5,-2.5,-0.3
COc1ccccc1-c1nnc(SCC(=O)Nc2ccc(Cl)cc2Cl)o1,0.9,0.9,7.6,0.8,-5.3,-8.7,nt,-1.9,-1.9,-0.4
CCN1C(=O)[C@H]2[C@H]3[C@H](O)[C@H](O)C/C(=N\O[C@H](C)c4cn([C@H](CO)Cc5ccccc5)nn4)[C@@H]3CC[C@H]2C1=O,1,1.1,0.1,-0.4,-2.6,2.1,4.0,-6.4,0.7,0.1
COc1cccc2c(N/N=C/c3ccco3)cc(C)nc12,0.9,0.9,-2.6,0.8,-1.0,1.4,2.2,2.2,-1.8,-0.4
CCCCNC(=O)c1onc(CSc2cccc(OCC)c2)c1C(=O)O,0.9,0.8,-1.7,2.8,0.4,-3.4,nt,-9.1,-8.3,-0.3
Cn1c(NNC(=O)c2ccc(C(C)(C)C)cc2)cc(=O)n(C)c1=O,0.8,0.9,-31.3,2.1,3.0,0.9,-15.9,1.8,0.5,-0.4
CCOC(=O)N1CCN(C(c2ccccc2)c2sc3nc(C)nn3c2O)CC1 (stereo unspecified),1,1,-1.1,3.1,0.5,0.6,0.6,-8.8,3.9,-0.3
CC1CC(C)CN(C(=O)C(NS(=O)(=O)c2ccc(Br)s2)c2ccccc2)C1 (stereo unspecified),0.9,0.9,-2.8,1.2,-2.3,0.9,-13.8,80.9*,0.2,-0.5
Nc1cccc(C(=O)N/N=C/c2ccsc2)c1,0.6,0.9,-3.3,2.2,-0.3,0.7,-6.2,-6.9,-1.7,0.3
O=C(N1CCOCC1)N1CCN(c2ccccn2)CC1,0.8,0.8,-9.3,3.9,-2.1,-2.8,-18.6,-4.7,0.6,-0.5

# Some values from the results shown.
# Redox H2O2 prof with CCCC1C(c2ccc(OC)cc2)C(C#N)(C#N)C2(C#N)CC1(N)NC2=O (stereo unspecified) stands at -0.4
# L major viab with C=CC#CC1(O)CC(C)[N+](C)(C)CC1C (stereo unspecified) stands at -3.3

# Screening data deposited in PubChem BioAssay by several laboratories.
